# Tau fibril ThT: blocks human tau fibril formation measured by thioflavin T. P10636. recombinant tau K18 P301L, heparin-induced fibrillization, ThT fluorescence. Potency, µM (titrated, usually from 57.4 µM), inactives show at the top dose activity, negative = inhibition, most hits filed as inhibitors. 270,000 compounds, 2.1% hits; further: on the % scale 0 is the no-effect control and ±100 the full control effect; nearly all actives have a fitted effect of over 55% in size
#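 Heparin-induced fibrillization of the P301L-mutant K18 repeat-domain fragment of human tau was followed by ThT binding in quantitative high-throughput format.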
# TR SRC2 fluor cs: counter-screen for TRb-SRC2 inhibitors: fluorescence interference; AID 1479; 280,000 compounds, 0.29% hits; TRb/SRC2 Texas Red total fluorescence interference; Potency, µM (top dose mostly 106 µM), inactives show at the highest dose fluorescence change, negative = quenching; active means well fitted curve in either direction with a large enough effect; inconclusive means small, poorly fitted or top-dose-only effect; further: on the % scale 0 is the no-effect control and ±100 the full control effect
#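 Human TRb ligand-binding domain at 0.6 uM with 20 nM Texas Red SRC2 peptide in Tris buffer containing 1 uM T3 and 5% DMSO, incubated with compound 5 h at ambient temperature. Total fluorescence (555/632 nm) calculated as parallel + 2 × perpendicular.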
# HTT ATP protect: protects HTT-Q103 PC12 cells, measured by ATP. Potency, µM (titrated, usually from 56.4 µM), for the others: cytoprotection (ATP increase), most hits filed as activators. PC12 HTT-Q103 induced, cytoprotection, ATP luminescence, 40 h. 230,000 compounds, 0.14% hits;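 further: % of control where 0% means no effect; nearly all actives have a fitted effect of over 45% in size; toxic huntingtin expression switched on by the ecdysone agonist tebufenozide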
#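 ATP quantification (ATPlite) reports survival of PC12 cells in which tebufenozide, 100 nM final, switches on Htt exon 1 with 103 glutamines linked to GFP; compounds are titrated.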
# Tau FP inhib: inhibitors of human tau fibril formation; P10636; K18 P301L tau heparin fibrillization, Alexa594 FP, 6 h; Potency, µM (titrated, usually from 57.7 µM), for inactives: at the top dose activity, negative = inhibition, hits mostly inhibitors; 280,000 compounds, 0.39% hits; further: on the % scale 0 is the no-effect control and ±100 the full control effect; nearly all actives have a fitted effect of over 55% in size
#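 Quantitative HTS format: compounds meet 15 uM recombinant K18 P301L tau and Alexa 594-tau tracer in 100 mM sodium acetate pH 7; 20 uM heparin triggers fibrillization at 37 C over 6 hr; FP gives the signal.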
# RECQ1 inh: RECQ1 (human) helicase inhibition; AID 2549; P46063; 240,000 compounds, 0.54% hits; RECQ1 DNA unwinding, red fluorescence kinetic read; Potency, µM (series often up to 57.3 µM), for the others: top-dose activity, negative = inhibition, usual class: inhibitors;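 further: plate controls were vehicle for no effect and no enzyme for full effect; nearly all actives have a fitted effect of over 30% in size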
# Target sequence (P46063 whole entry, looked up): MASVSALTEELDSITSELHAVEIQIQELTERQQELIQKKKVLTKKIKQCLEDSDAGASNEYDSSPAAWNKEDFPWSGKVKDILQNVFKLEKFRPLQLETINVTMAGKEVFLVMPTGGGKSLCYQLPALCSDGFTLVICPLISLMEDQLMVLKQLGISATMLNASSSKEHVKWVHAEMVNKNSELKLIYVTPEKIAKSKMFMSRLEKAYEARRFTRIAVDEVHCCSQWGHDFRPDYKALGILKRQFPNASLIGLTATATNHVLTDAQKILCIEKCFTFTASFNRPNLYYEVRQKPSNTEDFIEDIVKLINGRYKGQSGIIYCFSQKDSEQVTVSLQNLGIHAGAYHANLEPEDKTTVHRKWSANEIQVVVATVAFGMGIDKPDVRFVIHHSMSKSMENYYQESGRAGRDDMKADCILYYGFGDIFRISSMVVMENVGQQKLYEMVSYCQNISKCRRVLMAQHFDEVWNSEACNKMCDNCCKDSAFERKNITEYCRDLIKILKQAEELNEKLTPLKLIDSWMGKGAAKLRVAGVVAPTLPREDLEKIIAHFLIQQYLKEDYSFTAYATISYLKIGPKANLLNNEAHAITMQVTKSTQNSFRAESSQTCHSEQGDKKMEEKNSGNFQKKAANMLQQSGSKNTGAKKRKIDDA
#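 50 nM RECQ1T1 preincubated 15 min with compound in Tris pH 8.0 buffer with MgCl2, DTT, Tween-20 and 2.5 ug/ml poly(dI-dC); started with 200 nM TAMRA/BHQ-2 forked duplex and 2 mM ATP. Unwinding read as fluorescence (525/598 nm), two reads 2 h apart.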
# Tau fluor cs: counter-screen for tau fibril formation inhibitors | tau K18 P301L Alexa594 fluorescence, heparin fibrillization | Potency, µM (series often up to 57.7 µM), for the others: at the highest dose activity change, negative = decrease | 280,000 compounds, 0.93% hits; further: on the % scale 0 is the no-effect control and ±100 the full control effect; nearly all actives have a fitted effect of over 55% in size
#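 Human tau K18 P301L (15 uM unlabeled, 0.24 uM Alexa 594-labeled) in 100 mM sodium acetate pH 7 with 20 uM heparin, 6 hr at 37 C. ThT 30 uM added, 1 hr ambient; Alexa 594 FP and total fluorescence read at 555/632 nm.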
# TRb-SRC2 inh: disrupts binding of human TR beta to SRC2. Potency, µM (doses to about 106 µM), for the others: at the highest dose activity change, negative = inhibition, most hits filed as inhibitors. P10828. TRbeta-SRC2 peptide binding, fluorescence polarization; receptor liganded with 1 µM T3. 280,000 compounds, 0.065% hits. AID 1469;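 further: plate controls were bound peptide for no effect and peptide without receptor for full effect; nearly all actives have a fitted effect of over 50% in size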
# Target sequence (P10828 whole entry, looked up): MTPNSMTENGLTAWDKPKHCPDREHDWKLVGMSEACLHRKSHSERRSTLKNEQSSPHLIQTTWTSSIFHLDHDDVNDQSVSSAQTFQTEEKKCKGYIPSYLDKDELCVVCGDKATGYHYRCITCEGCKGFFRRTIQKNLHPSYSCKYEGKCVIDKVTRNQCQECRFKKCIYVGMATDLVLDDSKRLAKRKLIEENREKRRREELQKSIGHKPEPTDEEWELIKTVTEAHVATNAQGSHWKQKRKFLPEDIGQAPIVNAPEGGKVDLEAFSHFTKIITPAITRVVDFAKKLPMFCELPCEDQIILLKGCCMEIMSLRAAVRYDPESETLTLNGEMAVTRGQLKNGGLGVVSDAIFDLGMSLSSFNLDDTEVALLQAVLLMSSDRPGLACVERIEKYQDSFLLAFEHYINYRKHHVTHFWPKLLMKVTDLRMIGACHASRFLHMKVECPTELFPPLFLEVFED
#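 Read-out is fluorescence polarization (555 nm excitation, 632 nm emission) of a Texas Red SRC2 coactivator peptide; loss of signal reflects blocked binding to human TRb ligand-binding domain in the presence of 1 uM T3.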
# L3MBTL1 block: L3MBTL1 (human) inhibition; Potency, µM (doses to about 57.1 µM), without a hit: top-dose activity, negative = inhibition, actives largely listed as inhibitors; Q9Y468; AID 485360; 230,000 compounds, 0.66% hits; AlphaScreen L3MBTL1–H3K9me1 peptide binding; further: on the % scale 0 is the no-effect control and ±100 the full control effect; nearly all actives have a fitted effect of over 60% in size
#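 Read-out is AlphaScreen signal from streptavidin donor and nickel chelate acceptor beads (10 ug/mL final each) bridging L3MBTL1 (50 nM) and biotinylated K9-monomethylated H3(1-15) peptide (75 nM), after 30 min compound exposure at room temperature.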
# * hit, by the source's call; i = inactive; ? = inconclusive; / = no result given; & = joins results of further samples; [ ] = another dose, or the depositor's remark. Unless noted, the call rests on the fitted dose curve; in most records, active means well fitted curve in the direction sought with a large enough effect; inconclusive means small, poorly fitted or top-dose-only effect, or another doubt; inactive means no such curve, though single readings can be large; an effect the other way counts as inactive or inconclusive. Potency means the concentration at half of the fitted maximal effect. Not all compounds are listed (hit frequency here may not be typical).
SMILES,Tau fibril ThT,TR SRC2 fluor cs,HTT ATP protect,Tau FP inhib,RECQ1 inh,Tau fluor cs,TRb-SRC2 inh,L3MBTL1 block
Cc1nc2nc[nH]c2cc1Br,-3.9%,1.5%,-6.6%,-2.7%,-5.8%,-8.5%,5.6%,-1.1%
CCN(CC)c1ccc([N+](=O)[O-])cc1C(=O)N1CCOCC1,-3.4%,1.4%,-11.7%,-4.3%,19.3%,-7.8%,4.4%,-19.5%
COc1ccc(N(C(=O)c2cccnc2)S(=O)(=O)c2cccc([N+](=O)[O-])c2)cc1,?,1.3%,-7.0%[10 µM],?,i,-7.5%,0.5%,0.0%
COc1ccc(-c2csc(NCc3ccco3)n2)cc1C,?,2.8%,-13.3%,3.6%,-11.6%,?,4.2%,/
COc1ccc(OC)c(NC(=O)NCc2ccc(F)cc2)c1,5.6%,-1.0%,-15.9%,11.8%,-5.6%,0.0%,-14.5%,?
C[C@@]1(C(NS(=O)(=O)c2cccc3cccnc23)c2ccc(-c3ccccc3)cc2)C[C@H]1C1CCCCC1 (some centres not stated),-5.4%,0.8%,8.8%,-8.4%,-2.3%,-7.3%,4.1%,/
O=C(c1ccc(F)cc1)n1cc(C(=S)N2CCOCC2)c2ccccc21,0.8%,-3.5%,/,-1.8%,i,-11.0%,3.4%,-5.6%
O=C(Cn1cnc2ccccc2c1=O)NCc1ccc2c(c1)OCO2,0.3%,-0.9%,-5.0%,10.0%,-13.8%,0.0%,7.8%,/
CC1CCCCN1C(=O)c1ccc(COc2ccc([N+](=O)[O-])cc2)o1 (configuration not stated),?,-8.1%,/,4.7%,-14.0%,-16.0%,4.1%,-9.0%
O=C(Cn1nc(-c2ccccc2)ccc1=O)NCCN1CCN(Cc2ccccc2)CC1,-3.8%,2.8%,-0.9%[10 µM],4.8%,10.7%,-2.4%,4.0%,32.7%[activator]
COCC(=O)NCc1ccc2c(c1)OCO2,-6.0%,-2.1%,9.0%,-4.5%,-8.3%,0.3%,-12.3%,-4.3%
COC(=O)c1[nH]c2cccc(OC)c2c1NC(=O)CCN1CCSCC1,-11.5%,-4.6%,14.8%[10 µM],-5.2%,9.1%,-17.4%,-3.5%,1.9%
COc1cccc(OC)c1NC(=O)Cc1nn(C)c(=O)c2ccccc12,-8.0%,0.2%,0.4%[10 µM],-3.0%,-3.9%,5.0%,-2.5%,-11.9%
O=C1CC(N(O)C2CC(=O)N(Cc3ccccc3)C2=O)C(=O)N1Cc1ccccc1 (configuration not stated),-9.4%,0.9%,-50.1%[inhibitor],9.6%,-12.5%,1.6%,-5.0%,-1.7%
CC1CCCN(CCOc2ccc3ccccc3c2Br)C1 (configuration not stated),-7.8%,-3.5%,-43.4%[inhibitor],2.0%,i,-5.5%,-2.7%,-7.1%[11.4 µM]
CCn1c(SCc2cccc(F)c2)nnc1-c1cccnc1,-7.4%,-2.3%,-5.0%[10 µM],4.4%,i,-4.8%,2.1%,-1.9%
Cc1ccc(O)c(-c2cc(C(=O)Nc3c(C)n(C)n(-c4ccccc4)c3=O)[nH]n2)c1,-5.2%,-2.4%,/,4.2%,-2.8%,-0.6%,5.5%,4.4%
O=C(CCc1nnc(C2CCCCC2)o1)N1CCCCC1CCn1cccn1 (configuration not stated),0.4%,-9.1%,-9.6%[10 µM],7.0%,i,7.9%,3.5%,-0.1%
Cc1ccc(C)c(NC(=O)CSc2ncc3c(n2)-c2cc(Cl)ccc2N(Cc2ccccc2F)S3(=O)=O)c1,-4.5%,1.7%,/,?,/,-29.0%,-0.2%,/
CC(=O)Nc1ccccc1C(=O)C(=O)Nc1ccc(Cl)cc1,-2.5%,-8.0%,/,-10.6%,-8.6%,-5.4%,5.1%,-3.7%
CC(C)CN(CC(C)C)c1ccc(/C=N/n2cnnc2)cc1[N+](=O)[O-],?,1.4%,-30.5%[inhibitor],8.6%,-14.0%,-21.1%,-8.6%,-15.4%
C=CCOc1ccc(Cl)cc1CNCCCN1CCOCC1,-2.5%,-3.6%,-12.6%,-6.8%,-8.3%,-7.0%,-1.7%,7.8%
O=C(NCc1cccnc1)c1cc([N+](=O)[O-])ccc1N1CCOCC1,-4.0%,-1.1%,/,-1.9%,8.2%,-1.0%,-3.4%,7.4%
COc1ccc(/C(C)=N/NC(=O)c2ccc(CSc3nncn3C)cc2)cc1,-4.4%,-2.4%,-61.3%[inhibitor],2.0%,2.0%,1.8%,3.2%,30.6%
O=C(CCCNS(=O)(=O)c1cccc2nsnc12)N1CCCCC1,8.5%,-2.4%,12.4%,2.9%,-5.9%,5.0%,-9.6%,7.3%
NC(=O)[C@@H]1CCCNc2c(I)cc([N+](=O)[O-])cc2C(=O)N[C@@H](CCCN=C(N)N)C(=O)N[C@@H](CCCN=C(N)N)C(=O)N1,28.2µM*,-2.3%,/,-11.1%,0.6%,?,-3.4%,0.6%
Cc1ccc(NC(=O)Cn2ccn(Cc3ccc(Cl)cc3)c(=O)c2=O)cc1C,-9.7%,3.1%,/,-4.1%,/,2.8%,-4.4%,/
O=C(CSc1nnc(-c2ccccn2)n1Cc1ccco1)c1ccc(Cl)cc1,?,0.3%,-19.9%,-6.7%,-9.6%,-15.3%,2.4%,-18.1%
CCN1C(=O)/C(=C2\SC(=S)N(CCCOC)C2=O)c2ccccc21,?,0.1%,-9.3%,-1.4%,i,-25.8%,1.6%,2.5%
Cc1ccccc1-c1nc(Cc2ccccc2)no1,-8.3%,-0.7%,-12.9%,-5.8%,-7.1%,-12.2%,3.4%,69.9%[activator]
Nc1nonc1NN=C1CCCCC1,-2.8%,-5.2%,-2.5%[10 µM],8.9%,-8.4%,-3.8%,-1.5%,3.5%
CCOC(=O)C(CC)(CC)/C(C)=N/NC(=O)CC#N,-7.9%,-0.8%,-8.1%,4.3%,-4.2%,-4.0%,-2.4%,/
CCC(Oc1ccc(F)cc1)C(=O)Nc1nc2c(s1)CCCC2 (configuration not stated),?,4.2%,/,-9.4%,/,-26.9%,-7.9%,/
CCCCS(=N)(=O)CCC(N)C(=O)O (configuration not stated),-3.9%&-5.9%,1.4%&-2.3%,-27.0%,0.9%&-11.9%,-11.3%&-1.2%,-0.5%&-9.6%,-3.8%&1.3%,/
COc1ccc(NC(=O)C(CC(C)C)NC(=O)C2CCCCC2)c(OC)c1 (configuration not stated),-7.0%&-16.2%,-1.4%&-2.8%,-20.8%,2.8%&-0.3%,-19.6%,-16.7%&-22.9%,3.3%&2.1%,/
O=C(c1ccccc1)C1CCN(c2ncccc2[N+](=O)[O-])CC1,?,-0.8%,-0.8%[10 µM],11.6%,-9.7%,-14.3%,2.7%,-5.3%
O=C(N/N=C/c1cc([N+](=O)[O-])ccc1O)c1ccncc1,?,-2.8%,2.2%[10 µM],10.9%,11.8%,-9.3%,-2.2%,?
CC(C)OC(=O)C[N+](C)(C)CCN1C(=O)C2C(c3ccccc3)C=CC(c3ccccc3)C2C1=O (configuration not stated),0.4%,-2.1%,-13.4%,2.7%,i,2.3%,-0.3%,-11.0%
CCCCC(=O)Nc1ccc(C(=O)N(CC)c2ccccc2C)cc1,-4.7%,0.7%,-19.5%,0.6%,i,-6.8%,-2.1%,-6.9%[11.4 µM]
CC1=CC(C)(C)N(C)C(=O)N1c1ccc(Cl)cc1,5.9%,/,21.9%,1.6%,-6.7%,-4.9%,/,6.1%

# Molecules listed so far that contain bromine (two):
SMILES,Tau fibril ThT,TR SRC2 fluor cs,HTT ATP protect,Tau FP inhib,RECQ1 inh,Tau fluor cs,TRb-SRC2 inh,L3MBTL1 block
Cc1nc2nc[nH]c2cc1Br,-3.9%,1.5%,-6.6%,-2.7%,-5.8%,-8.5%,5.6%,-1.1%
CC1CCCN(CCOc2ccc3ccccc3c2Br)C1 (configuration not stated),-7.8%,-3.5%,-43.4%[inhibitor],2.0%,i,-5.5%,-2.7%,-7.1%[11.4 µM]

# The list continues:
SMILES,Tau fibril ThT,TR SRC2 fluor cs,HTT ATP protect,Tau FP inhib,RECQ1 inh,Tau fluor cs,TRb-SRC2 inh,L3MBTL1 block
O=C1CCc2cc(S(=O)(=O)N3CCCC3C(=O)NC3CCCCCCC3)ccc2N1 (configuration not stated),-3.7%,-1.3%,-15.8%,5.9%,-4.2%,-12.9%,-4.1%,/
O=C(O)CSC(C(=O)Nc1ccc(C(F)(F)F)cc1)c1ccccc1 (configuration not stated),-7.1%,-6.1%,9.6%[10 µM],8.3%,0.1%,-8.4%,-0.9%,0.0%
Nc1[nH]n(-c2ccccc2)c(=O)c1N=Nc1ccc2c(c1)OCCO2,6.31µM*,-6.2%,-109.1%[inhibitor],-11.7%,-13.4%,11.2µM*[quencher],-6.8%,?
O=C1CCCN1CCCN1C(=O)N[C@@H](Cc2ccccc2)C1=O,1.2%,-5.2%,3.9%,-0.8%,-6.5%,2.6%,0.5%,1.1%
CON/C=C(\C=Nc1ccccc1)c1ncc(C(F)(F)F)cc1Cl,-19.1%,-3.7%,-49.0%[inhibitor],-5.3%,i,-25.5%,0.6%,-4.1%
CCOC(=O)C(=O)Nc1ccccc1C(=O)Nc1ccc(OC)cc1,4.1%,0.8%,-18.7%,1.3%,-11.2%,0.3%,11.7%,/
COc1ccc(-c2cnnc(N/N=C/c3c(C)nn(-c4ccccc4)c3Cl)n2)cc1,5.1%,0.6%,-27.9%[10 µM],-4.9%,3.5%,-1.3%,1.9%,-4.6%
COc1cccc(OCCSc2nc(C)c(Cc3ccccc3)c(=O)[nH]2)c1,-5.0%&-3.1%,-1.7%&0.8%,-45.1%[inhibitor],-3.7%&-2.0%,i,-6.7%&-5.7%,-0.7%&-2.4%,/
COC(=O)c1ccc(C(=O)OC)c(NC(=O)CN2CCN(c3ccccc3OC)CC2)c1,?,-1.2%,-20.0%[10 µM],3.0%,-5.7%,-21.1%,-12.1%,-3.4%

# Screening results (PubChem BioAssay)
